# BioA inh: M. tuberculosis BioA enzyme inhibitors, primary screen, biochemical, plate reader, single point, HTS; 7,8-diaminopelargonic acid synthase BioA (Mycobacterium tuberculosis); inhibition, % at 9.99 µM; actives 0.096% (n = 360,000); AID 602481, 2012; purified M. tuberculosis BioA enzyme; in the data active = inhibition above about 40%; inconclusive = no clear call, values can overlap the other calls
# GDH-TPI inh: GDH-TPI coupling enzyme inhibitors, primary screen, artefact control for M. tuberculosis FBA inhibitor project, biochemical, absorbance, full deck | GDH-TPI coupled enzyme counterscreen, NADH absorbance | inhibition, % at 4.8 µM | actives 1.2% (n = 360,000); in the data active = inhibition above about 30%;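 also: 0% = DMSO wells and 100% = wells lacking the enzyme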
# UGM FP inh: M. tuberculosis UGM enzyme inhibitors, primary screen, biochemical, fluorescence polarization, single point; purified UGM, fluorescence polarization probe displacement; actives 0.06% (n = 320,000); UDP-galactopyranose mutase (Mycobacterium tuberculosis (strain ATCC 25618 / H37Rv)), …; inhibition, % at 10 µM; AID 504406, 2011; in the data active = inhibition above about 10%, passing the limit was not always enough; inconclusive = no clear call, values can overlap the other calls
# Target sequence (P9WIQ1 whole entry, looked up): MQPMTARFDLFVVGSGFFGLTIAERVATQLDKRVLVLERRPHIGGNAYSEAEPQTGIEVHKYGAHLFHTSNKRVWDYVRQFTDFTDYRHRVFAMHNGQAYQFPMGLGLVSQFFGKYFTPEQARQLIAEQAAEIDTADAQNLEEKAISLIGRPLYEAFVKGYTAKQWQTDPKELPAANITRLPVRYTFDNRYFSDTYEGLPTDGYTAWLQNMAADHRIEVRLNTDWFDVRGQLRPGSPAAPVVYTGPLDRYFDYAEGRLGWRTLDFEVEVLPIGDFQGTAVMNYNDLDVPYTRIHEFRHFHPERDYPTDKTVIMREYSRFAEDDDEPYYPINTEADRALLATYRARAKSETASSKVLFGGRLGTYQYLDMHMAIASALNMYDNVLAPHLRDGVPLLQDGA
# FadD28 binding: inhibitors of FadD28 bisubstrate probe binding, primary screen, biochemical, fluorescence polarization, single point | inhibition, % at 12.5 µM | actives 0.22% (n = 360,000); in the data active = inhibition above about 8.5%, passing the limit was not always enough; inconclusive = no clear call, values can overlap the other calls
# BoNT F protease: BoNT/F light chain protease inhibitors, primary screen, biochemical, flow cytometry, MLPCN library | Botulinum neurotoxin type F light chain protease (Clostridium botulinum) | Multiplex microsphere protease cleavage assay | inhibition, % at 10 µM | actives 0.22% (n = 360,000); in the data active = inhibition above about 35%, passing the limit was not always enough; inconclusive = no clear call, values can overlap the other calls; also: plate controls were buffer without enzyme for full effect and enzyme alone for no effect
# Mtb FBA inh: Mtb FBA enzyme inhibitors, primary screen, biochemical, fluorescence, strain H37Rv | inhibition, % at 1 µM | actives 2.3% (n = 360,000) | Fructose-bisphosphate aldolase (Mycobacterium tuberculosis (strain ATCC 25618 / H37Rv)), … | purified M. tuberculosis FBA, fluorescence read-out; in the data active = inhibition above about 27%;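 also: 0% = vehicle and 100% = reference inhibitor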
# Target sequence (P9WQA3 whole entry, looked up): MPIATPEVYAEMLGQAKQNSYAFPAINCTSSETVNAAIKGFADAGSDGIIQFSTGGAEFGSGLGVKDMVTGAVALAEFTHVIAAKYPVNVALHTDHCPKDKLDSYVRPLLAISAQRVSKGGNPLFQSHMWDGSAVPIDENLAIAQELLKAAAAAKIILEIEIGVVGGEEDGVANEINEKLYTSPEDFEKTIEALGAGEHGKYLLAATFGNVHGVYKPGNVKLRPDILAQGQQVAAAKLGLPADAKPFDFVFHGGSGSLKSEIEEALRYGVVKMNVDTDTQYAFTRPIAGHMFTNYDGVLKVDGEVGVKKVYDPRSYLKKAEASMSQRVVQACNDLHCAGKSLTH
# Anthrax LF inh2: Bacillus anthracis LF protease inhibitors, primary screen, biochemical, multiplex microsphere, MLPCN library | Lethal factor (Bacillus anthracis), P15917 | AID 588501, 2011 | inhibition, % at 10 µM | actives 0.12% (n = 360,000) | multiplex microsphere protease cleavage assay; also: plate controls were buffer without enzyme for full effect and enzyme alone for no effect
# BoNT A protease: BoNT/A light chain protease inhibitors, primary screen, biochemical, flow cytometry, MLPCN library. multiplex microsphere protease substrate cleavage. inhibition, % at 10 µM. actives 0.17% (n = 360,000). AID 588499, 2011; also: plate controls were buffer without enzyme for full effect and enzyme alone for no effect
# PfHsp40 yeast: rescue of yeast from PfHsp40 toxicity, primary screen, S. cerevisiae, ATP luminescence; actives 0.68% (n = 340,000); S. cerevisiae expressing PfHsp40, growth rescue; growth rescue, % at 12.5 µM; in the data active = growth rescue above about 28%, passing the limit was not always enough; inconclusive = no clear call, values can overlap the other calls;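 also: yeast W303a lacking pdr1 and pdr3 grown in galactose medium; growth measured after three days at 30 °C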
# An asterisk follows results filed as active; ? = inconclusive; · = no result given; & = joins results of further samples. Rule as the data show it, unless noted: active = inhibition above about 30%; inconclusive = no clear call, values can overlap the other calls; inactive = below that.
SMILES,BioA inh,GDH-TPI inh,UGM FP inh,FadD28 binding,BoNT F protease,Mtb FBA inh,Anthrax LF inh2,BoNT A protease,PfHsp40 yeast
CC(C)(C)C(=O)Nc1ccc(S(=O)(=O)N2CCCC2)cc1,-1.2,6,1.2,-0.8,?,182*,-14,-3.0,-0.8
CCN(C(=O)COC(=O)c1ccc(OCc2c(C)noc2C)cc1)c1ccccc1,-0.3,6,-1.2,-1.5,-23,0,-2,0.3,4.2
O=C(OC1CCCCC1=O)c1cc(S(=O)(=O)N2CCOCC2)ccc1F (configuration not stated),0.5,-8,-1.5,-2.2,-8,-1,-2,-4.4,-0.8
CCOc1ccc2nc(N3CCC(C(=O)N4CCN(c5ncccn5)CC4)CC3)sc2c1,0.4,1,-2.6,-2.1,-16,7,-6,-1.2,-0.8
COc1ccc(C(C(N)=O)c2ncc(C(F)(F)F)cc2Cl)cc1OC (configuration not stated),-0.7,-9,-0.7,0.4,-3,1,0,-0.1,0.9
CC(c1ccccc1)[n+]1ccccc1 (configuration not stated),0.2,9,2.9,-1.1,3,-3,3,0.2,-0.6
COc1cc(/C=C2\SC(=Nc3ccc(O)cc3)NC2=O)cc(OC)c1O,·,24,0.0,1.3,-17,-11,-2,-1.5,0.7
O=C(NC1CCN(S(=O)(=O)c2ccccc2C(F)(F)F)CC1)c1ccco1,-0.7,1,0.7,0.2,-10,2,2,-0.9,-1.6
COc1cccc(NC(=O)CN(C)C(=O)c2ccc(NC3CC3)c([N+](=O)[O-])c2)c1,-0.2,10,-1.9,0.3,0,0,-12,-0.2,1.5
COc1ccc(CNC(=S)Nc2cccc(OC)c2)cc1,0.3,8,0.5,-0.5,-14,2,-7,-0.6,1.6
Cc1cccc(N2CCCC2=Nc2ccc(Br)cc2C#N)c1,0.1,13,0.1,-2.0,-12,0,-8,-0.6,-0.2
CCCCn1nnc(NC(=S)NC(=O)c2ccc(-c3cccc(Cl)c3Cl)o2)n1,·,8,2.3,-2.3,-4,1,-1,0.1,0.3
O=C(Nc1cccc(-c2cccc(Cl)c2)c1)C1CCN(Cc2ccc(CO)o2)CC1,-0.4,-1,-1.0,-11,-7,-1,-3,-0.7,0.6
CC(C)N(CCC(C(N)=O)(c1ccccc1)c1ccccn1)C(C)C (configuration not stated),-0.4&-0.6,-8&0,3.0,0.6&1.4,-5&5,2&-2,0&1,-0.4&-0.4,-0.7&-1.3
Cc1ccc(S(=O)(=O)Nc2ccc3nc(N)sc3c2)cc1,-0.2,-12,-3.7,-3.3,5,-2,-3,?,2.6
CCc1c(C)c2ccc(OCC(=O)N(C)C)c(C)c2oc1=O,4.1,3,0.3,-2.8,4,76*,1,0.9,0.4
Cc1ccc(C)c(CN2CCC(CNC(=O)Nc3ccc(C)c(C)c3)CC2)c1,-1.6,-3,1.8,-4.9,8,-2,0,-1.8,0.9
Cc1ccc(-c2ccc(CN3C(C(C)C)C(=O)N(Cc4cn(CCC5OCCCO5)nn4)CCS3(=O)=O)cc2)cc1 (configuration not stated),-1.7,8,·,-2.5,-5,5,-4,-0.5,·
CN(C=[N+](C)C)c1cccc2c1C(=O)c1ccccc1C2=O,·,7,3.8,-0.5,-13,-1,-1,3.1,1.0
CCn1cc(CN2CCCC(C(=O)c3cccc(C(F)(F)F)c3)C2)cn1 (configuration not stated),1.1,-3,·,-0.7,5,0,-4,0.1,·
COC(=O)c1c(NC(=O)COC(=O)[C@@H](NS(=O)(=O)c2cccc(Cl)c2)C(C)C)sc2c1CCC2,-2.6,12,-1.0,-1.9,2,-1,-3,-0.5,-1.4
Cc1nn(-c2cc(N(S(C)(=O)=O)S(C)(=O)=O)c(Cl)cc2Cl)c(=O)n1C,0.8,-7,-1.4,-0.6,0,-3,-2,-0.6,-0.3
CC(C)CNC(=O)COC(=O)CCC(=O)c1cccs1,·,5,3.7,-0.9,-3,-3,0,0.2,1.2
C#CCOCCOCCOCCNc1nc(N2CCN(C(=O)CCCCCCCCCCNC(=O)[C@H](CCCCN)n3cc(CCO)nn3)CC2)nc(N2CCN(C(=O)CCCCCCCCCCNC(=O)[C@H](CCCCN)n3cc(CCO)nn3)CC2)n1,0.8,-2,-1.9,-7.3,-70,-3,-13,-0.4,4.0
CC(=O)Nc1ccc(C)c(NS(=O)(=O)c2cccc(C(F)(F)F)c2)c1,-0.9,6,-0.3,-3.3,-6,-1,-7,-0.2,-0.2

# Further structures follow:
SMILES,BioA inh,GDH-TPI inh,UGM FP inh,FadD28 binding,BoNT F protease,Mtb FBA inh,Anthrax LF inh2,BoNT A protease,PfHsp40 yeast
Cc1nnc(SC(C(=O)Nc2cc(Cl)cc(Cl)c2)c2ccccc2)[nH]c1=O (configuration not stated),·,-7,2.6,-14,-6,1,-3,0.5,0.4
COc1ccc(C(=O)C(C)OC(=O)C2CC3CCCC(C2)C3=O)cc1 (configuration not stated),-1.2,10,·,-1.0,0,2,3,-0.2,·
Cc1ccc(N(CN2CCCC2=O)C(=O)c2ccc(C)c(C)c2)cc1,1.6,4,-5.6,0.3,3,1,-1,?,-0.2
CCC(=O)N(Cc1ccc2c(c1)OCO2)Cc1cc2cc(OC)ccc2[nH]c1=O,1.4,8,1.9,-2.7,-3,6,0,-0.2,1.2
COc1ccc(C(C)=O)cc1CSc1nncn1C,·,-10,-1.2,-5.2,-2,-5,-2,0.8,0.4
CCCn1cc(S(=O)(=O)CC(=O)NC2CCCCC2)c2ccccc21,·,1,-2.0,-2.4,-6,-2,0,0.0,0.4
O=C1c2ccccc2C(=O)N1/N=C/c1ccc(O)c(O)c1O,-1.1,28,·,1.4,0,0,-7,0.6,3.3
FC(F)Sc1ccc(NC(=S)NCC2CCCCC2)cc1,3.2,-4,-1.7,-4.3,-6,3,-5,-0.4,0.1
CC(C)c1cc(C(C)C)c(S(=O)(=O)NNC(=O)c2ccncc2)c(C(C)C)c1,0.9,-3,2.9,-2.8,-8,0,2,-0.6,1.5
COc1ccc(OC)c(S(=O)(=O)N2CCCC(C(=O)NCc3ccco3)C2)c1 (configuration not stated),0.9,-4,-0.4,-2.2,6,1,-1,-0.7,0.1
COc1ccc(S(=O)(=O)NCCc2c[nH]c3ccccc23)cc1OC,-1.0,-11,-0.6,-3.6,2,0,-13,-0.9,-0.1
C=C(C)C1CCC2(C(=O)O)CCC3(C)C(CCC4C5(C)C(C=O)C(O)C(C)(C)C5CCC43C)C12 (configuration not stated),0.3,-4,-1.9,-3.7,-3,-1,-4,-0.3,-0.4
COCCn1c(COc2ccccc2)nnc1SCC(N)=O,·,-7,·,-4.1,-3,-3,-5,?,-0.2
CC(OC(=O)Cn1[nH]c(=O)c2ccccc2c1=O)C(=O)NC1(C#N)CCCCC1 (configuration not stated),·,5,-0.3,0.2,6,3,-3,3.6,-1.0
Cc1c(C(=O)NNC(=O)c2csc(N3CCOCC3)n2)cccc1[N+](=O)[O-],·,1,1.5,-1.6,5,-3,-3,2.9,0.3
COCCOC(=O)c1c(C)oc2ccc(NS(=O)(=O)c3cccs3)cc12,·,1,-1.7,-4.0,-8,-1,-4,-2.2,0.6
CC(C)[C@H](NC(=O)[C@@H]1CSC2c3ccccc3C(=O)N21)C(=O)NCC1CCCO1 (some centres not stated),0.8,6,1.0,1.2,0,-2,-3,-1.1,0.1
CCC(CC)N1CCN(CC2CC=CCC2)CC1 (configuration not stated),·,-2,0.9,-0.5,2,2,-1,-0.7,0.6
COc1ccccc1Cn1c(C(C)C)nc2ccccc21,2.0,4,3.9,-5.0,?,-3,-4,0.9,-0.7
CN1CCN(C2Cc3cc(F)ccc3Sc3ccc(Cl)cc32)CC1 (configuration not stated),-0.3,2,0.0,-7.1,5,2,2,-0.5,0.0
C/C(=N/NS(=O)(=O)c1ccc(C)cc1)[C@H]1C[C@@H]1c1ccccc1,3.9,9,-0.5,-0.5,2,0,1,0.8,-1.8
Cc1nn(Cc2ccccc2)c(Cl)c1/C=C/C(=O)OCC(=O)N1CCCC1=O,·,-6,-5.0,-3.2,4,-6,-1,-0.2,-0.4
Cc1cnc2ccc(F)cc2c1,-1.2,·,·,-0.4,2,1,-5,0.7,·
O=C1NC(Cc2ccccc2)c2nc3ccccc3c(=O)n2-c2cc3ccccc3cc21 (configuration not stated),-0.6,-5,·,-2.6,-3,-1,-1,-0.7,·
Cc1ccc(S(=O)(=O)N(C)c2ccccc2C(=O)NC2CCCC2)cc1,·,-6,0.1,-2.4,4,1,-2,0.5,-0.6

# The results go on:
SMILES,BioA inh,GDH-TPI inh,UGM FP inh,FadD28 binding,BoNT F protease,Mtb FBA inh,Anthrax LF inh2,BoNT A protease,PfHsp40 yeast
COc1ccc(C(=O)OCC(=O)N2CCN(C(=O)c3ccco3)CC2)c(OC)c1OC,1.5,-7,·,1.7,-2,2,-3,0.2,·
Cc1ccc(-n2c(O)c(C=NCc3ccco3)c(=O)[nH]c2=S)cc1C,·,16,3.3,0.5,·,-1,-14,?,0.4
COCCn1nnnc1SCC(=O)c1ccccc1,-1.6,3,5.1,-1.9,3,5,2,0.6,-0.2
CCN(CC)C(=O)c1cc(-c2ccc3c(c2)OCO3)on1,-0.5,10,0.6,-0.5,0,3,-15,2.6,0.9
O=S(=O)(Nc1ccc(O)cc1)c1cccc2cccnc12,-1.1,0,-0.1,0.4,-2,3,-4,-1.1,-0.6
Fc1ccc(Nc2ncnc3sccc23)cc1,20,0,-2.7,-2.5,7,-3,0,-0.3,0.2
CCOC(=O)c1c(S(=O)(=O)NC2CCN(C(=O)OCC)CC2)c(C)n(C)c1C,-1.1,7,-2.9,-0.4,3,2,1,2.8,1.0
CCOC(=O)C1NN=C(C(=O)c2ccc(C)cc2)C1c1ccc(C)cc1 (configuration not stated),·,2,4.5,-1.2,-10,0,4,6.1,-0.6
Cc1nc2cc(NC(=O)N3c4ccccc4CC3C)ccc2o1 (configuration not stated),-0.9,5,-1.9,0.7,-12,1,-2,-0.5,-0.3
Cc1cc(NC(=O)CSc2nnc(Cc3cccn3C)n2CCc2ccccc2)no1,-0.1,1,-0.8,-0.3,-7,1,0,-1.4,-0.3
COc1cnn(-c2cccc(C)c2)c(=O)c1Cl,-3.0,4,1.7,-0.4,20,1,4,-2.6,1.1
CCOC(=O)c1ccc(N(C(=O)CNC(=O)c2ccco2)C(C(=O)NCC2CCCO2)c2ccc(OC)c(OC)c2)cc1 (configuration not stated),-1.6,-5,0.1,-0.6,-8,-3,-2,-2.3,-0.2

# Quoted at random: five entries already listed, in no set order.
SMILES,BioA inh,GDH-TPI inh,UGM FP inh,FadD28 binding,BoNT F protease,Mtb FBA inh,Anthrax LF inh2,BoNT A protease,PfHsp40 yeast
Cc1nc2cc(NC(=O)N3c4ccccc4CC3C)ccc2o1 (configuration not stated),-0.9,5,-1.9,0.7,-12,1,-2,-0.5,-0.3
CCOC(=O)c1c(S(=O)(=O)NC2CCN(C(=O)OCC)CC2)c(C)n(C)c1C,-1.1,7,-2.9,-0.4,3,2,1,2.8,1.0
O=S(=O)(Nc1ccc(O)cc1)c1cccc2cccnc12,-1.1,0,-0.1,0.4,-2,3,-4,-1.1,-0.6
CCOC(=O)C1NN=C(C(=O)c2ccc(C)cc2)C1c1ccc(C)cc1 (configuration not stated),·,2,4.5,-1.2,-10,0,4,6.1,-0.6
COc1cnn(-c2cccc(C)c2)c(=O)c1Cl,-3.0,4,1.7,-0.4,20,1,4,-2.6,1.1

# Assay outcomes (PubChem)
